RXFP1 agonist – RXFP1 (human) receptor agonism | Q9HBX9 | HEK293T-RXFP1 cAMP TR-FRET, 30 min; response scale: percent of porcine relaxin response, buffer zero | Potency, µM (series often up to 57.5 µM), without a hit: top-dose activation, actives largely listed as activators | hit rate 0.3% among 370,000 | AID 2676; note: potency is the fitted concentration of half-maximal effect; % is set by controls: 0 for no effect and ±100 for the full control effect; nearly all actives have a fitted effect of over 60% in size; many of its hits are not listed in these tables
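Agonist response is measured as cAMP accumulation in an RXFP1-transfected HEK293T line under PDE4 inhibition. Values are scaled between buffer-only and 29 nM porcine relaxin, and EC50s come from standard Hill equation fits.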
D2 PAM – positive allosteric modulators of human D2 dopamine receptor; P14416; HEK293 T-REx D2, calcium flux, EC20 dopamine potentiation; potentiation, % at 10 µM; hit rate 0.34% among 340,000; AID 485347;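 active = potentiation over 3 SD above the plate norm, cut at about 30% in these data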; note: 0% is about no effect
Target sequence (P14416 whole entry, looked up): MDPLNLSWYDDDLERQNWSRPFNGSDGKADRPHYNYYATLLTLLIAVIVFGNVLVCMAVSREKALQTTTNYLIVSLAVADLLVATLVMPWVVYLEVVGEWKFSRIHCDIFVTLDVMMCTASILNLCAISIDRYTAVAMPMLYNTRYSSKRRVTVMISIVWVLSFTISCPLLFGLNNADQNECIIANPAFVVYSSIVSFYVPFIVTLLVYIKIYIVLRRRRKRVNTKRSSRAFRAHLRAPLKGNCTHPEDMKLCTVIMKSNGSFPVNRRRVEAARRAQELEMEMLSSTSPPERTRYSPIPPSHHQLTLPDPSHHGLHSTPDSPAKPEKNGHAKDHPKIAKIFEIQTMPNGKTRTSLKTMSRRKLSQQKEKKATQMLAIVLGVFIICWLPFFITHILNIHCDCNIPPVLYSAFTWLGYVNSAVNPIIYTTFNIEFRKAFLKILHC
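Using a no-wash calcium dye in inducible, force-coupled HEK293 Trex cells expressing D2, we tracked fluorescence each second for 180 s after compound, then for 180 s after EC20 dopamine to detect augmented signalling.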
Vif-APOBEC3F blk – blocks the Vif interaction with APOBEC3F. HeLa A3F-eYFP + Vif (tagged APOBEC3F with the HIV-1 protein that degrades it), YFP fluorescence increase. Potency, µM (top dose mostly 46.1 µM), without a hit: at the highest dose activity, negative = active. hit rate 0.2% among 390,000. AID 602313; note: potency is the fitted concentration of half-maximal effect; % of control where 0% means no effect; nearly all actives have a fitted effect of over 65% in size
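Fluorescence increase (Ex 488/Em 500-530) after overnight compound treatment at 37 deg C flags inhibition of Vif-driven A3F-eYFP loss in stable HeLa A3F-eYFP/Vif cells seeded overnight beforehand.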
Vif-A3G inh – inhibitors of Vif-APOBEC3G interaction; Q9HC16; HeLa A3G-eYFP + Vif (tagged APOBEC3G with the HIV-1 protein that degrades it), YFP fluorescence, overnight; Potency, µM (doses to about 46.1 µM), without a hit: top-dose activity, negative = active, usual class: inhibitors; hit rate 0.076% among 410,000; AID 602310;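 note: potency is the fitted concentration of half-maximal effect; % is set by controls: 0 for no effect and ±100 for the full control effect; nearly all actives have a fitted effect of over 60% in size; hits raise eYFP signal because A3G escapes Vif-driven loss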
Target sequence (Q9HC16 whole entry, looked up): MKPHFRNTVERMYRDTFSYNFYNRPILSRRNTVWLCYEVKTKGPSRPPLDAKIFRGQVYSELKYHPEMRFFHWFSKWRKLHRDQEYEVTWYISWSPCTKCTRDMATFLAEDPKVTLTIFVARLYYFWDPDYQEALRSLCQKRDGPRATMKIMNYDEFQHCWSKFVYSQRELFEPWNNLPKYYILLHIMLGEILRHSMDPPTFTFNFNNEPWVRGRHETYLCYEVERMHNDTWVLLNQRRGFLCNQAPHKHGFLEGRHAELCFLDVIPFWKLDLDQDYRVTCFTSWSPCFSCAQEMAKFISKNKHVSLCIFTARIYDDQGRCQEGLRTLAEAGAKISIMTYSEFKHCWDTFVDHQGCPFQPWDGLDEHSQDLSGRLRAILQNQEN
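Read-out is eYFP fluorescence (Ex 488/Em 500-530) from Vif-expressing HeLa A3G-eYFP cells; more signal means A3G escaped Vif-mediated degradation. Cells plated overnight, compound pinned in, incubated overnight at 37 deg C.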
RXFP1 antag – blocks the human relaxin receptor RXFP1 | Q9HBX9 | HEK293-RXFP1, relaxin-stimulated cAMP HTRF, 30 min; active compounds read low | activity change, negative = inhibition, % at 57.5 µM | hit rate 0.59% among 350,000;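 active = activity change of -60% or lower, but not beyond a set lower limit; inconclusive = change between -60% and -40%, or beyond the set limit; inactive = change above -40%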; note: % is set by controls: 0 for no effect and ±100 for the full control effect
D1 potentiator – enhances dopamine response at the human D1 receptor; P21728; HEK293 TREx D1 cells, calcium flux, dopamine EC20 potentiation; potentiation, % at 10 µM; hit rate 0.036% among 360,000; AID 504651; in the data active = potentiation above about 30%; note: 0% is about no effect
GRP78 ERSR act – inducers of ER stress response in human glioma cells. U87-MG GRP78 promoter luciferase reporter, 16 h. Potency, µM, for inactives: at the highest dose activation, hits mostly activators. hit rate 0.02% among 420,000; note: potency is the fitted concentration of half-maximal effect; series mostly up to about 76 µM; % of control where 0% means no effect; nearly all actives have a fitted effect of over 35% in size
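ERSR induction read as luciferase luminescence (Bright-Glo, 10 min at room temperature) in stably transfected human U87-MG glioma cells exposed to compounds for 16 h, using GRP78 as sensor.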
D1 ag – activates the human D1 dopamine receptor; P21728; HEK293 T-REx D1 cells, calcium flux, agonist mode; activation, % at 2 µM; hit rate 1% among 360,000; in the data active = activation above about 30%; note: 0% is about no effect
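Tetracycline-induced HEK293 TREx D1 cells, force-coupled to calcium signalling, were dye-loaded with a no-wash calcium kit. Compound was pin-added after a 10 s baseline. Fluorescence was read kinetically at 1 cycle/s for 180 s, with calcium rises flagged as agonism.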
D1 antag – human D1 dopamine receptor antagonism. P21728. HEK293 TREx D1 cells, calcium flux, dopamine EC80; active compounds read low. activity change, negative = inhibition, % at 10 µM. hit rate 3.2% among 360,000. AID 504652; in the data active = activity change below about -30%; note: % is set by controls: 0 for no effect and ±100 for the full control effect
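Using tetracycline-induced force-coupled D1 Hek293 cells and a calcium dye, signals were followed for 180 s after compound, then for 180 s after EC80 dopamine, to detect inhibitors.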
The depositor's hits bear a star; ? = inconclusive; nt = no result given. Unless noted, calls come from the whole dose curve; as a rule, active = well fitted curve in the direction sought with a large enough effect; inconclusive = small, poorly fitted or top-dose-only effect, or another doubt; inactive = no such curve, though single readings can be large; an effect the other way counts as inactive or inconclusive. These rows are one share of the data. The share of hits here may be higher or lower than overall.

SMILES	RXFP1 agonist	D2 PAM	Vif-APOBEC3F blk	Vif-A3G inh	RXFP1 antag	D1 potentiator	GRP78 ERSR act	D1 ag	D1 antag
CCn1cc(C(=O)O)c(=O)c2cnc(N3CCN(C(=O)Nc4cccc5ccccc45)CC3)nc21	0.3%	0.5	nt	nt	nt	-1.4	nt	2.9	17.1
Cc1ccccc1NS(=O)(=O)c1ccc(C(=O)NCC(c2ccco2)N2CCCCC2)cc1 (stereo not drawn)	-0.3%	13.6	-17.9%	0.4%	-7.1	-2.7	-4.4%	14.5	-5.5
COc1cccc(N2C(=O)CC(NNc3nc4ccccc4s3)C2=O)c1 (stereo not drawn)	2.2%	5.5	-5.4%	-0.5%	-22.3	-9.8	-1.5%	6.0	-0.6
CC(=O)Nc1ccc(NC(=O)C(C)Sc2nnc(C3CC3)n2-c2ccccc2)cc1 (stereo not drawn)	0.4%	-4.0	1.3%	-6.1%	16.1	-3.0	-3.9%	-0.4	-10.3
Cc1ccc(C2C3=C(CC(C)(C)CC3=O)N(CCN3CCOCC3)C3=C2C(=O)CC(C)(C)C3)cc1	6.6%	-3.9	-1.5%	-1.0%	-2.3	0.3	-2.3%	2.0	15.0
NC(=O)C1(N2CCCCC2)CCN(Cc2ccccc2Cl)CC1	0.6%	nt	-19.9%	0.3%	-8.0	-3.7	-3.2%	8.1	18.9
Cc1cc(-c2ccc(C)c(S(=O)(=O)N3CCC(C)CC3)c2)on1	-0.6%	nt	-2.2%	-0.8%	-30.3	-2.6	-2.4%	20.9	-3.3
CCCCCn1cnc2c(=S)nc(N)[nH]c21	-3.3%	8.3	2.4%	1.5%	-3.4	-2.8	-2.6%	0.3	14.4
O=C(/C=C/c1c(Cl)cccc1Cl)NCCc1ccccc1	-1.5%	-13.8	-0.8%	-1.4%	-7.1	-9.1	-1.1%	5.8	-23.3
Cc1ccc(N(CC(=O)NCc2cccs2)S(=O)(=O)c2cccs2)cc1	-0.1%	6.7	3.0%	-1.7%	-8.0	-2.2	-1.1%	15.1	1.7

Among those listed so far, 2 have a halogen:
SMILES	RXFP1 agonist	D2 PAM	Vif-APOBEC3F blk	Vif-A3G inh	RXFP1 antag	D1 potentiator	GRP78 ERSR act	D1 ag	D1 antag
NC(=O)C1(N2CCCCC2)CCN(Cc2ccccc2Cl)CC1	0.6%	nt	-19.9%	0.3%	-8.0	-3.7	-3.2%	8.1	18.9
O=C(/C=C/c1c(Cl)cccc1Cl)NCCc1ccccc1	-1.5%	-13.8	-0.8%	-1.4%	-7.1	-9.1	-1.1%	5.8	-23.3

More compounds follow.
SMILES	RXFP1 agonist	D2 PAM	Vif-APOBEC3F blk	Vif-A3G inh	RXFP1 antag	D1 potentiator	GRP78 ERSR act	D1 ag	D1 antag
CNS(=O)(=O)c1ccc2c(c1)NC(=O)C1CCCN21 (stereo not drawn)	4.1%	15.0	3.8%	-1.7%	4.2	5.9	-5.4%	0.9	-5.3
CCC(=O)Nc1sc(C(=O)Nc2ccccc2)c(C)c1C(=O)OC	2.0%	-5.7	-4.5%	0.4%	1.8	-4.1	5.4%	0.7	13.0
CC(C#N)(CCc1ccccn1)CCc1ccccn1	nt	nt	-4.9%	2.7%	5.1	nt	-3.8%	nt	nt
C=CCn1c(=N)c(C(=O)NCCCOC)cc2c(=O)n3ccccc3nc21	17.0%	nt	3.5%	0.1%	-0.8	-0.3	-4.0%	0.6	7.8
CCc1ccc(OCCSc2nc(-c3cccc(C)c3)nc3cc(=O)[nH]n23)cc1	-0.5%	1.0	-0.7%	2.0%	nt	-0.6	-2.0%	2.7	-15.0
CCC(OC(=O)CN1C(=O)c2ccccc2C1=O)C(=O)NC1CCCC1 (stereo not drawn)	-3.5%	-0.2	-40.0%	-3.6%	-6.4	-5.5	-8.1%	0.0	-3.3
O=C(Nc1c(C(=O)Nc2cccc(C(F)(F)F)c2)oc2ccccc12)c1cc(=O)c2ccccc2o1	1.4%	1.2	0.3%	-0.9%	-1.6	1.2	1.4%	1.7	-0.5
Cc1ccc(Nc2nc(N)c([N+](=O)[O-])c(N3CCOCC3)n2)cc1	0.2%	19.6	-2.3%	-0.2%	7.8	0.8	0.5%	2.7	-10.1
O=C(CCc1ccc(S(=O)(=O)N2CCCCC2)cc1)c1nnc(-c2ccccc2)o1	-0.2%	0.9	-4.0%	-0.4%	-9.5	-5.8	4.1%	3.8	-1.2
O=C(Nc1nnc(SCc2c(Cl)cccc2Cl)s1)c1ccc2ncsc2c1	3.2%	-7.6	nt	nt	nt	10.8	nt	1.9	1.6
O=C(Nc1ccc(CN2CCOCC2)cc1)c1cccs1	0.9%	0.4	-11.6%	2.9%	-7.9	-3.9	3.2%	0.5	-11.6
COc1ccc(-c2nc(CSCC(=O)NC3CCCC3)c(C)o2)cc1OC	-2.5%	4.3	0.9%	1.3%	31.0	-1.6	-3.1%	0.9	6.7
Cc1ccc(-c2onc3ccc(C=O)cc23)cc1	3.1%	0.3	0.7%	4.6%	-1.1	-6.3	-0.3%	1.9	-2.1
COC(=O)N/N=C/c1cc(Cl)c(OCc2ccccc2F)c(OC)c1	4.1%	9.3	0.8%	-12.7%	-12.1	-3.8	0.7%	5.4	8.4
CC(NC(=O)c1ccc(Cl)cc1)c1nnc(SCC(=O)NC2=NCCS2)n1C (stereo not drawn)	0.6%	-15.0	-1.2%	-6.2%	-17.8	-6.1	-5.3%	4.2	-1.6
Cc1cccc(C)c1OCc1cc(C(=O)N2CC3C[C@@H]4CC2C[C@H](C3)C4)no1	1.5%	7.6	3.9%	1.8%	-31.9	-1.8	0.9%	16.1	22.3
CC(=O)Nc1nonc1-c1nnc(SCC(=O)Nc2cccc(F)c2)n1-c1ccccc1	-3.0%	14.4	3.5%	-5.1%	-2.2	-0.3	-1.9%	0.4	-9.4
O=C1C=C(NC2CCCCC2)CCC1	-0.1%	-4.8	3.4%	1.5%	nt	-4.2	1.1%	-0.3	6.9
COC(=O)c1ccc(NC(=S)NCCC2=CCCCC2)cc1	-0.2%	-15.5	0.7%	0.8%	1.1	-2.6	1.6%	11.8	-14.9
O=C(NCc1cccnc1)C(=O)c1c[nH]c2ccccc12	-0.1%	-1.9	5.8%	-5.4%	nt	-4.7	4.3%	0.9	-3.2
O=C(NCCCN1CCOCC1)c1ccc2c(c1)N(Cc1ccccc1)CCS2	12.3%	-0.3	-5.6%	1.6%	4.8	6.5	2.3%	0.7	-7.3
CCN1C(=O)[C@H]2[C@@H](c3ccc(-c4ccccc4)cc3)N3CCCC[C@@]3(C(=O)OC)[C@H]2C1=O	0.0%	-4.9	-6.6%	-3.7%	nt	3.0	-5.0%	2.1	10.3
CCNC(=S)Nc1cc(C(=O)N2CCCC2)ccc1N1CCCC1	-0.7%	-10.9	10.3%	1.1%	11.6	-4.8	-2.6%	1.4	-22.8
COc1ccc(OC)c(C2CC(=O)N3CN(c4ccccc4F)CSC3=C2C#N)c1 (stereo not drawn)	1.6%	-3.6	-14.2%	0.9%	1.7	-2.6	-2.0%	-0.7	-4.8
CC1CCCN(CC(=O)Nc2ccc(S(=O)(=O)N3CCCCCC3)cc2)C1 (stereo not drawn)	1.1%	4.2	-5.1%	3.6%	-17.5	3.0	0.1%	3.8	-2.9
O=C(/C=C/C(Cl)(Cl)Cl)Nc1ccc(Cl)cc1	nt	nt	9.5%	-20.9%	-72.6*	nt	-13.1%	nt	nt
COc1ccc(N2CCN(c3ccc(-c4nc(-c5ccccc5C)no4)cc3[N+](=O)[O-])CC2)cc1	26.9%	10.0	4.9%	2.2%	nt	-0.8	0.2%	15.4	-9.3
O=C(Cc1ccccc1)Nc1ccccc1Oc1ccccc1	0.2%	1.2	1.5%	-0.7%	-9.0	-4.7	-4.2%	3.6	-0.5
Cc1ccc(N(C)C(=O)N2CCN(c3ccccn3)CC2)cc1	0.5%	6.6	7.2%	-2.0%	nt	5.3	-3.9%	-1.7	9.1
CC1CCCC(C)N1C(=O)c1ccc(CS(=O)(=O)c2ccccc2)cc1 (stereo not drawn)	1.8%	4.1	7.7%	0.4%	-9.2	-1.2	-2.6%	24.5	8.2
O=c1n(Cc2ccc(Cl)cc2)c2sc3c(c2c2ncnn12)CCCC3	2.6%	12.6	0.6%	-10.8%	-5.5	-5.6	-2.5%	-1.5	32.5
Cc1cccc(C)c1NC(=O)Cn1c(=O)c2cccn2c2ccccc21	6.5%	-2.6	-5.6%	-3.5%	4.6	-4.9	-3.6%	3.1	-8.0
Nc1nnc(-c2cccc(F)c2)s1	5.4%	-2.1	-3.4%	1.2%	15.5	-6.7	2.3%	0.5	-13.2
COC(=O)c1cnc(N)s1	nt	nt	1.7%	0.2%	-0.5	nt	-1.3%	nt	nt
Cc1cccc(CN2CCC(CNC(=O)CSc3cc(=O)n(C)c4cc(Cl)ccc34)CC2)c1	1.1%	-13.6	17.4%	1.9%	-12.5	1.2	1.4%	0.8	-3.3
Cc1ccc2oc(=O)cc(/C=C/c3ccccc3)c2c1	2.3%	-8.9	2.0%	-4.4%	nt	-4.8	-2.1%	3.6	-3.7
O=C(Nc1ccc(N2CCCC2)cc1)c1ccc(Cl)cc1Cl	1.9%	10.2	?	-1.7%	-0.7	1.4	7.2%	-1.5	-9.4
O=C(Cn1cc(SCc2ccc(Br)cc2)c2ccccc21)N1CCCCC1	3.2%	1.2	-1.3%	-2.7%	-32.6	-4.5	3.5%	2.4	-3.2
Nc1c(Cl)cc(C2=NCCn3c2c2ccc(C(F)(F)F)cc2[n+]3[O-])cc1Cl	-0.8%	8.6	3.6%	-8.2%	nt	-6.2	-2.2%	-0.1	-0.8
CCOc1cc(-c2nc(-c3ccncc3)no2)cc(OCC)c1OCC	-0.3%	1.9	0.7%	-3.5%	-5.6	0.6	-2.2%	1.6	-5.7
COC(=O)C1=C(C)NC(=O)/C1=C\c1cc(C)n(-c2cc(C)cc(C)c2)c1C	3.1%	6.9	?	-2.7%	-3.6	0.7	-8.1%	2.4	3.8
CCCc1nnc(NC(=O)c2cc3ccccc3o2)s1	8.2%	-0.2	-3.1%	2.0%	-6.2	-3.1	2.5%	0.6	-52.7*
COc1c(F)cccc1C1=CC(=O)C[C@H](c2ccc(F)cc2)C1	nt	nt	1.5%	-2.0%	-0.5	nt	0.2%	nt	nt
Fc1ccccc1Cc1noc(CN2CCN(Cc3ccc4c(c3)OCO4)CC2)n1	-0.9%	-4.2	4.2%	12.2%	-9.7	-1.6	-2.2%	-0.9	-19.7
